Salmonella PhoP GFP: PhoP regulon inhibitors, Salmonella typhi PhoP promoter GFP reporter, confirmatory (AID 1850); Salmonella Typhi PhoP-promoter GFP reporter, fluorescence, 4 h; higher % means a stronger effect; one-dose inhibition, % at 50 µM; IC50 in µM for titrated hits; 310,000 compounds, 0.33% hits; in the data active means a potency from the dose series; inconclusive means inhibition mostly from about 25% at the one dose, without a potency; inactive means the rest, 99 in 100 with inhibition below about 19%;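 further: 0% = induced wells with vehicle and 100% = uninduced wells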
tuberculosis growth: growth inhibition of non-replicating M. tuberculosis (AID 488890); Mycobacterium tuberculosis non-replicating, growth inhibition; higher % means a stronger effect; inhibition, % at 25 µM, or IC50 in µM where a hit was titrated; 320,000 compounds, 0.39% hits; in the data active means a potency from the dose series; inconclusive means inhibition mostly from about 82% at the one dose, without a potency; inactive means the rest, 99 in 100 with inhibition below about 76%;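 further: plate controls were DMSO cells for no effect and high antibiotic wells for full effect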
H1N1 NS1A inhibition: NS1A inhibition, H1N1 influenza, cell based functional assay (AID 504329); 340,000 compounds, 0.3% hits; NS1A functional cell-based assay, percent inhibition; higher % means a stronger effect; inhibition, % at 12.5 µM, or IC50 in µM where a hit was titrated; in the data active means a potency from the dose series; inconclusive means inhibition above about 27% without an active follow-up result; further: strong numbers were not always called active
inhibitors of VEEV: inhibitors of VEEV TC-83 cytopathic effect, confirmation, Vero cells (AID 588727) | 350,000 compounds, 0.13% hits | inhibition, % at 20 µM, or IC50 in µM where a hit was titrated | Vero cells, VEEV TC-83 cytopathic effect inhibition; higher % means a stronger effect; in the data active means a potency from the dose series; inconclusive means inhibition mostly from about 14% at the one dose, without a potency; inactive means the rest, 99 in 100 with inhibition below about 12%; further: strong numbers were not always called active
M. tuberculosis HTS: M. tuberculosis growth inhibition, HTS (AID 449762) | 330,000 compounds, 0.59% hits | M. tuberculosis H37Rv growth inhibition, 7H9 media; higher % means a stronger effect | one-dose inhibition, % at 25 µM; IC50 in µM for titrated hits; in the data active means a potency from the dose series; inconclusive means inhibition above about 70% without an active follow-up result;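 further: bacterial growth assessed after seven days of incubation; strong numbers were not always called active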
inhibitors of VEEV 10K pilot screen: also measured in inhibitors of VEEV; calls as there; inhibition, %; measured here: 10K pilot screen inhibition
Active calls of the source: *; i = inactive; ? = inconclusive; / = not tested or not shown.

SMILES | Salmonella PhoP GFP | tuberculosis growth | H1N1 NS1A inhibition | inhibitors of VEEV | M. tuberculosis HTS | others
CC(=O)OCC1=C(C(=O)OC(C)(C)C)N2C(=O)[C@@H](NC(=O)Cc3ccccc3)[C@H]2SC1 | / | / | -3% | 0.1% | /
COc1ccc(S(=O)(=O)Nc2ccc3cn[nH]c3c2)cc1[N+](=O)[O-] | / | 14% | 8% | 1.0% | -2%
Cn1c(=O)c2c(nc(CN3CCN(c4ccccc4)CC3)n2CCN2CCOCC2)n(C)c1=O | 0% | -9% | / | / | -5%
CCOc1ccc(CCNC(=O)COC(=O)COc2ccccc2C)cc1OCC | 8% | -10% | -3% | 0.1% | 6%
Cc1cc([N+](=O)[O-])cc2c1NC(=O)C2(O)N1CCCC(C)C1 (stereo unspecified) | 0% | 3% | -1% | 0.2% | -4%
COC(=O)CSc1nnc(CNC(=O)c2cccc(C)c2)n1-c1ccccc1OC | -2% | 3% | 0% | 1.1% | 1%
COc1ccc(S(=O)(=O)NCCCCCC(=O)O)cc1C(=O)O | 4% | -12% | -4% | 0.5% | 2%
COc1cccc(NC(=O)CN(C)C(=O)c2ccc(S(=O)(=O)Nc3ccccc3C)cc2)c1 | / | 16% | -9% | 5.0% | -6%
O=C(Cc1ccc(S(=O)(=O)N2CCOCC2)s1)N1CCN(S(=O)(=O)c2cccc(F)c2)CC1 | / | / | -4% | 5.8% | /
CCOC(=O)c1c(-c2ccc(OC)cc2)oc2ccc(OCC(N)=O)cc12 | -7% | -22% | 0% | 2.3% | 8%
CC(Sc1nnc(-c2ccco2)n1-c1ccccc1)C(=O)NCC1CCCO1 (stereo unspecified) | / | 6% | -9% | 0.7% | -1%
Cc1cc(=O)[nH]c(SCc2ccccc2)n1 | -4% | 11% | -17% | 0.1% | -28%
COc1cc(NC(=S)NCCN2CCOCC2)cc(OC)c1 | -3% | 30% | 0% | i | 5%
Cc1ccc2occ(/C=N/NC(N)=S)c(=O)c2c1 | 0% | 54% | -3% | 0.2% | -5% | inhibitors of VEEV 10K pilot screen=2.9
CCOCCOC(=O)C1=C(C)N(C)C(=O)NC1c1cc(Cl)c(O)c(OCC)c1 (stereo unspecified) | -1% | 3% | 6% | i | -7%
Cn1nnnc1SCC(=O)Nc1ccc(Oc2ccccc2)cc1 | -1% | 22% | 7% | 1.2% | -6%
CN1CCCCC1=NCCCn1cnc2c1c(=O)n(C)c(=O)n2C | 0% | -4% | 3% | 3.7% | 5%
CCOC(=O)c1c(NC(=O)Cn2cnc([N+](=O)[O-])n2)sc2c1CCC(C)C2 (stereo unspecified) | -5% | -18% | 9% | 10% | -1%
CCOC(=O)Cn1c(CN2CCN(C(c3ccccc3)c3ccccc3)CC2)nc2c1c(=O)n(C)c(=O)n2C | -3% | 51% | 8% | 0.1% | 6%
COC(=O)CCN(C(=O)c1ccc(C)c([N+](=O)[O-])c1)c1ccccn1 | 6% | -14% | -2% | 1.3% | -7%
CCOC(=O)Cn1nc(C)c(NC(=O)COc2ccc([N+](=O)[O-])cc2)c1C | 9% | 0% | -2% | 1.9% | 10%
Cc1c(N(C(=O)Cc2cccs2)C2(C(=O)NC3CCCC3)CCCCC2)c(=O)n(-c2ccccc2)n1C | -2% | 5% | 1% | 0.2% | 2%
Oc1ccc(C2C(c3ccccc3)=NN=C(c3ccc(Cl)cc3)N2O)c(O)c1 (stereo unspecified) | -10% | 11% | -4% | 4.0% | 1%
CNC(=O)CCn1nc(-c2ccccc2)c2ccccc2c1=O | 2% | 3% | 3% | 12% | -6%
Cc1cc2c(c(SCC(=O)NCCc3ccccc3)n1)C(=O)OC2 | 3% | -10% | 10% | 1.6% | -6%
COc1cc(C(CC(=O)Nc2ccc(Cl)cn2)N2Cc3ccccc3C2=O)cc(OC)c1OC (stereo unspecified) | 1% | -18% | 9% | i | 0%
O=C(O)c1ccccc1C(=O)c1ccc2c(c1)CCC2 | -6% | 9% | 1% | i | 5%
CC(=O)OCC(=O)NCC(=O)c1c[nH]c2ccccc12 | 1% | -17% | 7% | 0.4% | 0%
CC(C)CCNCC(O)CON=C1c2ccccc2-c2ccccc21 (stereo unspecified) | 4% | 9.3µM* | -9% | i | ?
O=C(CCCN1C(=O)c2cccnc2C1=O)N1CC(=O)N(CCc2ccccc2)C(=O)C1 | -11% | -14% | 9% | i | 3%
CN1C[C@@H]2C(c3ccc(Cl)nc3)C3(c4cccnc4)CC2(C3)[C@H]1c1ccccc1 (stereo partly specified) | -1% | 29% | 11% | 1.2% | 4%
O=C(CSc1nnc(COc2cccc3cccnc23)o1)N1CCc2ccccc21 | 11% | 18% | -8% | 5.3% | 62%
O=C(C(=O)N1CCN(c2ccccc2)CC1)c1c[nH]c2ccccc12 | -17% | 6% | 5% | 1.3% | 8%
COC(=O)c1ccc(CSC2=NC[C@@H]3[C@@H]4C(=O)N(C)C(=O)[C@@H]4[C@](Cc4ccccc4)(C(=O)OC)N23)cc1 | / | / | -6% | 0.5% | /
Cc1cccc(C)c1OC(=O)C(c1ccccc1)c1ccccc1 | -3% | 33% | 0% | i | 6%
O=C(Cc1ccccc1)N/N=C/c1ccc(-c2ccc([N+](=O)[O-])cc2)o1 | -12% | -16% | -9% | 0.3% | 8%
Cc1cc(O)ccc1NC(=S)NC(=O)c1cncc(Br)c1 | -4% | 29% | -7% | 2.5% | 48%
CCOc1ccccc1NC(=O)Cn1c(=O)n(-c2ccccc2)c(=O)c2oc3ccccc3c21 | -27% | -8% | -5% | 0.2% | -6%
Cc1cc(-c2cc(C(=O)Nc3ccccc3)on2)nc(NC2CCCC2)n1 | -19% | 11% | / | / | ?
CC(=O)Nc1ccc(C(=O)c2ccccc2)cc1 | 5% | 8% | -1% | 3.8% | 2%
COc1ccc(C(CNC(=O)C(CCSC)NC(=O)c2ccccc2Cl)N2CCCC2)cc1 (stereo unspecified) | / | -11% | -2% | i | -19%
O=C(O)CC(c1ccccc1F)N1Cc2ccccc2C1=O (stereo unspecified) | 3% | 1% | -10% | 1.3% | 4%
Nc1ncnc2c1ncn2[C@@H]1O[C@H](COP(=O)(O)OP(=O)(O)OP(=O)(O)O)[C@@H](O)[C@H]1O | 4% | -3% | 2% | 1.7% | 6%
COc1ccccc1C(=O)OCCN1CCOCC1 | 5% | -1% | -4% | 1.9% | -2%
COc1ccc(OCC(=O)NNC(=O)c2cc3ccccc3o2)cc1 | -15% | -11% | -9% | 1.1% | 6%
Fc1cccc(CN2CCN(c3nc4nonc4nc3NC3CC3)CC2)c1 | -6% | 17% | 2% | i | 9%
COc1cccc(C2(O)CCN(CC(=O)Nc3nc(C)cs3)CC2)c1 | 2% | -8% | 7% | 3.6% | -2%
COc1ccc(-n2nc3c(c2NC(=O)C(C)Oc2ccccc2)CS(=O)(=O)C3)cc1 (stereo unspecified) | 1% | -11% | 1% | i | 6%
N#CC1(NC(=O)COC(=O)CN2C(=O)c3ccccc3C2=O)CCCCC1 | -1% | -16% | -13% | 0.8% | 3%
O/N=C(\c1ccc2c(c1)OCCO2)C1CCCCC1 | 6% | 25% | -1% | 1.2% | 5%

Six records drawn at random from those above:
SMILES | Salmonella PhoP GFP | tuberculosis growth | H1N1 NS1A inhibition | inhibitors of VEEV | M. tuberculosis HTS | others
O/N=C(\c1ccc2c(c1)OCCO2)C1CCCCC1 | 6% | 25% | -1% | 1.2% | 5%
COc1cccc(C2(O)CCN(CC(=O)Nc3nc(C)cs3)CC2)c1 | 2% | -8% | 7% | 3.6% | -2%
Nc1ncnc2c1ncn2[C@@H]1O[C@H](COP(=O)(O)OP(=O)(O)OP(=O)(O)O)[C@@H](O)[C@H]1O | 4% | -3% | 2% | 1.7% | 6%
COc1ccc(OCC(=O)NNC(=O)c2cc3ccccc3o2)cc1 | -15% | -11% | -9% | 1.1% | 6%
COc1ccc(C(CNC(=O)C(CCSC)NC(=O)c2ccccc2Cl)N2CCCC2)cc1 (stereo unspecified) | / | -11% | -2% | i | -19%
O=C(O)CC(c1ccccc1F)N1Cc2ccccc2C1=O (stereo unspecified) | 3% | 1% | -10% | 1.3% | 4%

Next section
SMILES | Salmonella PhoP GFP | tuberculosis growth | H1N1 NS1A inhibition | inhibitors of VEEV | M. tuberculosis HTS | others
O=C(NNC(=S)NCc1ccco1)c1ccc(Cl)s1 | -2% | 59% | 6% | 4.8% | -2%
CCc1nc2ccccc2c(C(=O)OCC(=O)Nc2ccc(NC(C)=O)cc2)c1C | / | 1% | -2% | 7.9% | -3%
O=C(NCCCN1CCN(CCCNC(=O)c2ccc3c(c2)OCO3)CC1)c1ccc2c(c1)OCO2 | 4% | -3% | -1% | 0.1% | 9%
O=C1CC[C@@H](O)CCN1CC[C@H](Sc1ccc(Br)cc1)c1ccccc1 | / | 36% | -9% | i | 4%
Cc1nn(Cc2ccc(C(=O)Nc3nccs3)cc2)c(C)c1Cl | 14% | 66% | -19% | 2.8% | 40%
COC(=O)c1cc(C)sc1NC(=O)CSc1ncccn1 | -2% | 23% | -4% | 2.4% | 3%
Cc1cc(C)c2c(NC(N)=S)n[nH]c2n1 | 6% | 14% | -8% | 2.0% | 5%
COc1cccc2cc(C(=O)N3CCCCC3C)c(=O)oc12 (stereo unspecified) | 6% | 1% | -20% | 3.3% | -7%
CCCCc1c(C)nc(N)[nH]c1=O | 6% | 7% | -2% | i | 1%
O=C(NCCCCc1ccccc1)c1cc([N+](=O)[O-])cc([N+](=O)[O-])c1 | 4% | ? | 4% | i | ?
CC(C)n1c(SCC(=O)NCc2ccco2)nc2c1c(=O)n(C)c(=O)n2C | -14% | -3% | -1% | 0.7% | -6%
N#CCCN(Cc1ccccc1)C(=O)Nc1ccc(F)cc1 | -5% | -6% | 1% | 0.6% | -9%
C/C(=N\OC(=O)c1cccc(C)c1)c1sc(-c2ccccc2)nc1C | -34% | ? | -12% | 3.0% | ?
COCCNC(=S)N(CCc1c(C)[nH]c2ccc(F)cc12)Cc1cccnc1 | -3% | -5% | -21% | 0.2% | 7%
Cc1nc(SCC(=O)N2CCN(c3ccccc3)CC2)n[nH]1 | 7% | -18% | 2% | 1.7% | 5%
COC(=O)C(Cc1ccccc1)NC(=S)NC(=O)c1ccccc1 (stereo unspecified) | -4% | 12% | 0% | 0.4% | 1%
O=C(Cc1ccc(Cl)cc1)Nc1ccc(S(=O)(=O)Nc2ncccn2)cc1 | 16% | 64% | -6% | i | ?
CN(C)n1cnc2ccsc2c1=O | 9% | -14% | -1% | 1.2% | -14%
O=C(CN1CCN(Cc2ccc(Cl)cc2)C1=O)NCCCN1CCOCC1 | 1% | / | -1% | 0.5% | -6%
COc1ccc(-n2ncc3c(N4CCCCC4)ncnc32)cc1 | / | 56% | 17% | 4.6% | 55%

Of the compounds above, these contain bromine:
SMILES | Salmonella PhoP GFP | tuberculosis growth | H1N1 NS1A inhibition | inhibitors of VEEV | M. tuberculosis HTS | others
Cc1cc(O)ccc1NC(=S)NC(=O)c1cncc(Br)c1 | -4% | 29% | -7% | 2.5% | 48%
O=C1CC[C@@H](O)CCN1CC[C@H](Sc1ccc(Br)cc1)c1ccccc1 | / | 36% | -9% | i | 4%

Additional records
SMILES | Salmonella PhoP GFP | tuberculosis growth | H1N1 NS1A inhibition | inhibitors of VEEV | M. tuberculosis HTS | others
O=C(c1ccco1)N1CCN(C(=O)c2ccc(CS(=O)c3ccc(F)cc3)o2)CC1 (stereo unspecified) | -12% | -4% | -8% | 0.7% | -5%
COC(=O)NCC(c1cccnc1)N1CCN(c2ccccc2OC)CC1 (stereo unspecified) | 3% | 5% | -22% | 0.2% | -4%
COCCNC(=O)CCCn1c(=O)c2ccccc2n(CC(=O)NCCC2=CCCCC2)c1=O | / | / | -7% | 0.2% | /
Cc1nc(C(=O)NCCC(C)C)sc1C1(C)CC(c2ccccc2)=NO1 (stereo unspecified) | -9% | 8% | -10% | i | 2%
O=C(CSC1=Nc2ccccc2C2=NC(Cc3c[nH]c4ccccc34)C(=O)N12)NC1CCCCC1 (stereo unspecified) | 0% | 45% | 0% | 1.5% | -2%
O=c1c2ccccc2nc2n1CCC2 | -6% | 10% | 10% | 0.7% | -6%
O=C(c1ccco1)N(Cc1nc2ccccc2c(=O)[nH]1)C1CCCC1 | -13% | 43% | 19% | 0.3% | -3%
COc1ccc(-c2c3c(cc(C)[n+]2[O-])oc2ccc(OC)cc23)cc1 | -4% | 4% | 30% | 0.8% | -8%
Cc1ccc(-c2nnc(-c3cccc(Br)c3)o2)cc1 | 3% | 74% | 4% | 0.5% | 6%
C=CCn1c(C)cc(C(=O)CN2C(=O)c3ccccc3S2(=O)=O)c1C | / | 5% | 11% | 3.8% | 4%

Screening results: PubChem, Southern Research Specialized Biocontainment Screening Center
